# Tn6 DDE FP: inhibitors of Tn6 peptide binding to human fibrin DD(E); P02675; Fibrin DD(E) TRITC-Tn6 fluorescence polarization displacement; inhibition, % at 8.3 µM; hit rate 0.21% among 370,000; AID 720509;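 active means inhibition above a per-campaign cutoff: mean of compounds within control limits plus 3 SD, cut at about 15% in these data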;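 further: 0% = median of all compound wells on the plate and 100% = blocking peptide control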
# Tn7 DDE FP: disrupts Tn7 cyclic peptide binding to fibrin D-Dimer-E complex. inhibition, % at 8.3 µM. P02675. hit rate 0.13% among 370,000. FP displacement of FITC-Tn7 peptide from fibrin DD(E); 0% = median of compound wells per plate;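 active means inhibition above the mean of compounds falling within the control limits plus 3 SD of them, cut at about 14% in these data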;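 further: 0% = plate median of compound wells and 100% = 10 µM Aha-Tn7 peptide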
#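 assay system = human clot-derived fibrin DD(E) complex | quantity = Fibrin-DD(E) at 2 µM final | timing = 10 min preincubation, 3 h with tracer, room temperature | signal = fluorescence polarization | measure = percent inhibition | benchmarks = high control wells with 10 µM unlabelled Aha-Tn7 peptide (full inhibition) | replicates = singlicate testing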
# proKLK7 act: proKLK7 (human) activation, primary screen. P49862. purified proKLK7, EDANS-DABCYL substrate fluorescence; 100% is mature enzyme control, 0% vehicle. activation, % at 7 µM. hit rate 0.9% among 370,000. AID 652039;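 active means activation above the mean of all tested compounds plus 3 SD, computed per campaign excluding outliers beyond control limits, cut at about 13% in these data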
# MBD2 DNA inh: inhibitors of human MBD2 binding to methylated oligonucleotide; TR-FRET; inhibition, % at 4.4 µM; hit rate 0.31% among 370,000; in the data active means inhibition above about 13%
# UHRF1 MBD2 ctr: blocks human UHRF1 binding to methylated DNA; Q96T88; UHRF1 binding to methylated oligo, TR-FRET; inhibition, % at 4.4 µM; hit rate 0.75% among 370,000; AID 687016; in the data active means inhibition above about 21%;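 further: UHRF1 SRA domain binding a hemimethylated CpG hairpin DNA probe; 0% = median of test compound wells and 100% = reference inhibitor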
# PLCg1 inh: PLC-gamma1 (human) inhibition, primary screen; P19174; purified PLC-gamma1, fluorogenic substrate, fluorescence; inhibition, % at 12.2 µM; hit rate 0.84% among 370,000; AID 720700; in the data active means inhibition above about 9.5%
# ARFGAP1 inhibitor: inhibitors of rat ARFGAP1. Q62848. Arfgap1-stimulated ARF1 GTP hydrolysis, GDP FP detection. inhibition, % at 16.5 µM. hit rate 0.26% among 360,000;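 active means inhibition above a per-plate limit, mean inhibition of low control wells plus 3 SD, cut at about 25% in these data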;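 further: 0% = DMSO wells with enzyme and 100% = wells lacking Arfgap1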
#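 Assay system: purified rat His6-Arfgap1 residues 1-136 (GAP domain); Reagent: human Δ17 ARF1 bound to GTP; Dosing: 16.5 µM single point, 1.26% DMSO; Times: GTP hydrolysis reaction 2 h at 25 °C; Signal: FP, GDP Alexa 633 tracer displaced from anti-GDP antibody, 620/688 nm; Measure: % inhibition from polarization.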
# PLCb3 inh: inhibitors of human phospholipase C beta3. Q01970. hit rate 0.18% among 370,000. Purified PLC-beta3, fluorogenic substrate, fluorescence. inhibition, % at 12.2 µM; in the data active means inhibition above about 11%;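 further: 0% = median of compound wells on plate and 100% = full blocker control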
# Target sequence (Q01970 whole entry, looked up): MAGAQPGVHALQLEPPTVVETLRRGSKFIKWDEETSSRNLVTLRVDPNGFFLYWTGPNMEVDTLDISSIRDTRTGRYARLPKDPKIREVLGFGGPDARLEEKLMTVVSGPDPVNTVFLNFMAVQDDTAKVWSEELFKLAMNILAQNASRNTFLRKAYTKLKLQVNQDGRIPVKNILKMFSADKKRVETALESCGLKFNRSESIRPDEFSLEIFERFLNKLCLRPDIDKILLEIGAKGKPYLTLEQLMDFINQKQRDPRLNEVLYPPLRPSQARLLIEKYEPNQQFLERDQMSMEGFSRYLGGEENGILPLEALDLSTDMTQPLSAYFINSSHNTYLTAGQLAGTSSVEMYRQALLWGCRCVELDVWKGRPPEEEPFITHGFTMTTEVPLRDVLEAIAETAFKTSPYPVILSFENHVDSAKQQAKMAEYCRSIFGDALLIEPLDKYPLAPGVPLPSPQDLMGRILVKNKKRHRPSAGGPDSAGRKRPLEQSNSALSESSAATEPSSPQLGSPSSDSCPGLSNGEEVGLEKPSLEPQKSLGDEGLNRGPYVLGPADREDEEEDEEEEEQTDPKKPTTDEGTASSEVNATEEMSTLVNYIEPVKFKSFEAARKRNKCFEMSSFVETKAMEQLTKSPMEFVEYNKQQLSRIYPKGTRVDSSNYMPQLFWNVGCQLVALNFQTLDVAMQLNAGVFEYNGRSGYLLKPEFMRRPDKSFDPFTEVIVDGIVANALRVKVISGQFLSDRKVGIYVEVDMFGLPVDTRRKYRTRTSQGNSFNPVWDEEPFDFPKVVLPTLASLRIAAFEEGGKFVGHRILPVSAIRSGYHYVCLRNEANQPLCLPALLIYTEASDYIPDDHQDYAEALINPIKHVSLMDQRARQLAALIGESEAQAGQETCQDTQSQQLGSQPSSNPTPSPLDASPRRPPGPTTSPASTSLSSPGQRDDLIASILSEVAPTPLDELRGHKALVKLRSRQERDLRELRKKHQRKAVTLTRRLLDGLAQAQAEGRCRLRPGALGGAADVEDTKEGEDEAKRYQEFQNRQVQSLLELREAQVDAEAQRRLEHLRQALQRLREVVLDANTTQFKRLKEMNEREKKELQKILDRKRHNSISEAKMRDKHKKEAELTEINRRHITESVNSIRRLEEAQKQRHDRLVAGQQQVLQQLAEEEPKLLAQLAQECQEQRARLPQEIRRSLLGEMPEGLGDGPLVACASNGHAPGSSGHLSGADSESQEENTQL
# ASAP1 GAP inh: blocks human ASAP1-stimulated Arf1 GTP hydrolysis. Q9ULH1. GDP FP detection. inhibition, % at 16.5 µM. hit rate 0.19% among 360,000; in the data active means inhibition above about 25%;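 further: 0% = vehicle with enzyme and substrate and 100% = no enzyme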
# ADAM17 inh: inhibitors of human ADAM17 | recombinant ADAM17, EDANS/DABCYL FRET peptide cleavage | inhibition, % at 6.95 µM | hit rate 0.83% among 370,000;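 active means inhibition above the mean of compounds lying between control limits plus 3 SD, set per campaign, cut at about 8.5% in these data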;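 further: 0% = DMSO-only wells as the low control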
# An asterisk follows results filed as active; i = inactive. Hits appear at their usual frequency; any-hit rate near 4.1%.
SMILES,Tn6 DDE FP,Tn7 DDE FP,proKLK7 act,MBD2 DNA inh,UHRF1 MBD2 ctr,PLCg1 inh,ARFGAP1 inhibitor,PLCb3 inh,ASAP1 GAP inh,ADAM17 inh
CCC(C)[C@H](NC(=O)N1CC(=O)Nc2ccccc21)C(=O)N[C@H](C(=O)O)c1ccccc1 (some centres not stated),4,4,-2.2,2,0,-1,0,-13,12,-10
Cc1ccc(-c2nnn(CC(=O)O)n2)cc1,0,4,-0.5,5,-1,1,1,0,3,1
COc1ccccc1C(CNC(=O)c1ccc(-c2ccccc2Cl)o1)N1CCCC1 (configuration not stated),-6,0,-0.3,-2,-1,-2,3,-10,18,-1
N/C(=N\OC(=O)Cc1ccccc1[N+](=O)[O-])c1ccc(Br)cc1,2,-2,0.4,-1,-1,1,8,-2,1,3
Cc1noc(C)c1COC(=O)c1cccnc1SCC(=O)Nc1ccc2c(c1)OCO2,-3,2,-0.2,0,-1,1,4,-1,10,-3
CC(C)c1ccc(C(C)NC(=O)C2CCCC2)cc1 (configuration not stated),8,3,0.3,0,2,1,-6,-5,2,-1
O=C(CSc1nc2ccc(Cl)cc2[nH]1)NCCc1ccccc1,-1,-1,0.3,3,-3,3,17,2,4,4
CC(=O)Nc1cc(-c2nn(CC(=O)N3CCCCC3)c(=O)c3ccccc23)ccc1N1CCOCC1,-6,2,-0.3,-4,-1,-8,6,-8,-9,-2
CC1=CN2C(=N)/C(=C/c3cn(CCCOc4ccccc4C)c4ccccc34)C(=O)N=C2S1,-1,7,0.1,2,-3,-1,-5,5,0,-2
CCOC(=O)c1sc2nc3n(c(=O)c2c1C)CCCCC3,-1,0,-0.2,1,0,-1,5,0,3,-5
Cc1cc(=O)n2nc(N3CCCC(C(=O)NCc4ccc(F)cc4)C3)sc2n1 (configuration not stated),-3,0,-0.3,-7,0,-1,1,-4,5,-1
COc1ccc(N2CCN(C3CCCN(C(=O)C4=C(C)OCCO4)C3)CC2)cc1 (configuration not stated),3,-1,-0.1,-2,4,6,12,0,-12,2
O=C(O)c1ccc(N/N=C/c2ccc(F)c(F)c2)cc1,-4,-1,0.4,0,-3,-10,-1,-13,6,-1
COc1ccc(N2CCN(S(=O)(=O)c3c(C)noc3/C=C/N(C)C)CC2)cc1,4,-1,-0.5,-3,-4,3,5,-8,-9,-4
O=C(c1cccs1)n1nc(-c2cccnc2)nc1NCc1ccco1,9,3,0.5,-1,2,1,-7,-8,-3,-1
O=C(O/N=C/c1ccc(Br)cc1)c1ccc(F)cc1,3,-6,-0.1,2,1,0,4,-8,2,1
O=C(Nc1ncn[nH]1)c1ccc(Cl)c(S(=O)(=O)N2CCCCCC2)c1,4,-2,0.0,-1,-1,3,3,3,5,6
Cc1cccc(C(=O)NCC(=O)N2CC=C(c3ccccc3)CC2)c1,-3,1,0.2,3,0,2,-25,-6,10,3
COc1ccc2cc(C(C)C(=O)N3CCC(C(N)=O)CC3)ccc2c1 (configuration not stated),-1,2,-0.3,3,0,4,12,-3,2,1
CO[C@@H]1CN(C)C(=O)c2ccc(NC(C)=O)cc2OC[C@@H](C)N(C(=O)NC2CCCCC2)C[C@H]1C,-4,-3,-0.4,-1,0,-1,3,4,5,-2
Cc1ccc(C)c(N(CC(=O)NC2CCCC2)C(=O)c2cc3cc4cc(C)ccc4nc3s2)c1,2,-4,-0.2,3,0,-23,-5,-11,-1,1
Cc1cccc(N(C(=O)CCC(=O)Nc2cc(C)on2)C(C(=O)NC2CCCC2)c2ccncc2)c1 (configuration not stated),1,-2,0.0,-1,1,-1,11,1,-11,1
CCCc1cc(N2CCCC(C(=O)Nc3cc(Cl)ccc3OC)C2)n2ncnc2n1 (configuration not stated),9,6,0.4,3,-2,-2,-2,0,-4,0
COc1cccc(-c2cc(C(=O)NCCN3CCOCC3)no2)c1,1,-1,0.3,-3,-1,5,-16,3,-12,-3
C[C@@H]1CN([C@H](C)CO)C(=O)CCCn2nncc2CO[C@@H]1CN(C)C(=O)Nc1ccccc1,8,1,-0.4,-5,2,2,-6,-1,3,-5
SMILES,Tn6 DDE FP,Tn7 DDE FP,proKLK7 act,MBD2 DNA inh,UHRF1 MBD2 ctr,PLCg1 inh,ARFGAP1 inhibitor,PLCb3 inh,ASAP1 GAP inh,ADAM17 inh
CC(=O)c1ccc(S(=O)c2ccccc2)cc1 (configuration not stated),1,7,-0.5,4,7,1,16,-2,2,-2
Cc1ccc(S(=O)(=O)CCC(=O)c2ccc(O)cc2O)cc1,3,2,-4.8,7,9,-21,5,-28,-10,1
Cc1ccc(C(=O)NNC(=O)CSc2nnc(-c3ccncc3)n2-c2ccc(C)cc2)cc1,-1,-4,0.7,-1,0,2,8,-1,2,-2
Cc1ccc(C)c(OCCC(=O)OCC(=O)Nc2cccnc2Cl)c1,2,-4,-0.3,-7,3,7,-1,1,14,0
c1cncc(C2Nc3ccccc3-c3nc4ccccc4n32)c1 (configuration not stated),1,-2,56*,-4,-3,i,-10,i,-1,i
CC(C)[C@H](NC(=O)c1ccc(Cl)cc1Cl)C(=O)OCc1nc2ccsc2c(=O)[nH]1,3,2,-0.2,-1,-2,-3,-3,-2,-2,-4
COc1ccc(CCNS(=O)(=O)c2cccc3cccnc23)cc1OC,2,9,0.1,-1,2,2,-11,-8,1,-6
CCOC(=O)c1c(-c2ccc(C)cc2)csc1NC(=O)CCSc1nnc2ccccn12,-11,9,0.3,5,0,-14,-9,-14,2,-2
CCC(CO)Nc1ccn2nc(-c3cccs3)cc2n1 (configuration not stated),4,-3,3.9,-3,-1,-88,8,-106,-7,-61
Cc1ccc(S(=O)(=O)NCC(=O)N(CC(=O)NC2CCCCC2)Cc2ccco2)cc1,-7,-4,-0.2,4,2,6,-3,-1,0,-5
COc1ccc(C)cc1NC(=O)CCCN1C(=O)CN(C)C1=O,3,-7,0.8,-1,-1,1,-2,-2,-1,-3
COc1ccc(OC)c(S(=O)(=O)N(C)CC(=O)N2CCCCC2)c1,-7,-3,0.2,0,-1,0,-10,-5,7,-6
CCOc1ccc(NS(=O)(=O)c2ccc3c(c2)N(C(C)=O)CCS3)cc1,-10,-1,-0.1,-2,-4,0,8,-3,4,-3
CCO[C@@H]1OC(C(=O)NCc2ccccc2)=C[C@H](C2CCCCC2)[C@H]1CCCO,3,7,-0.5,1,1,1,5,-2,0,-1
CCOC(=O)C1CCN(C(=O)c2ccc(OCC(=O)N3CCOCC3)c(OC)c2)CC1,8,1,-0.9,1,-2,2,4,-3,-8,-3
CCC(=O)Nc1c(C)nn(-c2ccc(C)c(C)c2)c1C,-7,-2,-0.3,-3,0,3,-5,2,3,-1
CCOC(=O)c1[nH]c2ccccc2c1N=CN(CC)CC,-5,6,-2.0,-4,-2,-6,3,-9,0,-11
COc1ccc(P(=O)(COc2ccc([N+](=O)[O-])cc2)c2ccc(OC)cc2)cc1,-2,2,0.0,1,-2,0,-3,4,-5,0
Cc1cc(C(=O)Nc2cccc3c2O[C@@H](CN(C)S(=O)(=O)c2ccccc2)[C@H](C)CN([C@@H](C)CO)C3=O)n(C)n1,6,2,0.9,3,6,0,-12,-3,5,-4
O=C(CCC(=O)N1CCN(c2cccc(Cl)c2)CC1)N1CCN(c2ccccc2)CC1,6,5,-0.3,-4,0,-1,9,-5,-4,-6
Cc1csc(NC(=O)c2ccco2)c1C(=O)c1ccccc1,0,-4,0.3,-5,-3,2,-13,-1,0,0
O=C1CC2(CCN(S(=O)(=O)c3ccccc3)CC2)Oc2ccccc21,-2,2,0.5,-2,0,-14,-4,-12,-12,-25
COc1ccc(N2CCN(C(=O)c3ccc4c(c3)CCN4S(C)(=O)=O)CC2)cc1,10,1,-0.5,3,1,-2,-4,-1,-12,-8

# 5 compounds from above, arranged by formula weight, largest number first.
SMILES,Tn6 DDE FP,Tn7 DDE FP,proKLK7 act,MBD2 DNA inh,UHRF1 MBD2 ctr,PLCg1 inh,ARFGAP1 inhibitor,PLCb3 inh,ASAP1 GAP inh,ADAM17 inh
CCOC(=O)C1CCN(C(=O)c2ccc(OCC(=O)N3CCOCC3)c(OC)c2)CC1,8,1,-0.9,1,-2,2,4,-3,-8,-3
COc1ccc(N2CCN(C(=O)c3ccc4c(c3)CCN4S(C)(=O)=O)CC2)cc1,10,1,-0.5,3,1,-2,-4,-1,-12,-8
O=C1CC2(CCN(S(=O)(=O)c3ccccc3)CC2)Oc2ccccc21,-2,2,0.5,-2,0,-14,-4,-12,-12,-25
c1cncc(C2Nc3ccccc3-c3nc4ccccc4n32)c1 (configuration not stated),1,-2,56*,-4,-3,i,-10,i,-1,i
CCC(=O)Nc1c(C)nn(-c2ccc(C)c(C)c2)c1C,-7,-2,-0.3,-3,0,3,-5,2,3,-1

# An excerpt of these results, with each value named.
CC(=O)c1ccc(S(=O)c2ccccc2)cc1 (configuration not stated)
  Tn6 DDE FP = 1
  Tn7 DDE FP = 7
  proKLK7 act = -0.5
  MBD2 DNA inh = 4
  UHRF1 MBD2 ctr = 7
  PLCg1 inh = 1
  ARFGAP1 inhibitor = 16
  PLCb3 inh = -2
  ASAP1 GAP inh = 2
  ADAM17 inh = -2
Cc1ccc(S(=O)(=O)CCC(=O)c2ccc(O)cc2O)cc1
  Tn6 DDE FP = 3
  Tn7 DDE FP = 2
  proKLK7 act = -4.8
  MBD2 DNA inh = 7
  UHRF1 MBD2 ctr = 9
  PLCg1 inh = -21
  ARFGAP1 inhibitor = 5
  PLCb3 inh = -28
  ASAP1 GAP inh = -10
  ADAM17 inh = 1
Cc1ccc(C(=O)NNC(=O)CSc2nnc(-c3ccncc3)n2-c2ccc(C)cc2)cc1
  Tn6 DDE FP = -1
  Tn7 DDE FP = -4
  proKLK7 act = 0.7
  MBD2 DNA inh = -1
  UHRF1 MBD2 ctr = 0
  PLCg1 inh = 2
  ARFGAP1 inhibitor = 8
  PLCb3 inh = -1
  ASAP1 GAP inh = 2
  ADAM17 inh = -2
Cc1ccc(C)c(OCCC(=O)OCC(=O)Nc2cccnc2Cl)c1
  Tn6 DDE FP = 2
  Tn7 DDE FP = -4
  proKLK7 act = -0.3
  MBD2 DNA inh = -7
  UHRF1 MBD2 ctr = 3
  PLCg1 inh = 7
  ARFGAP1 inhibitor = -1
  PLCb3 inh = 1
  ASAP1 GAP inh = 14
  ADAM17 inh = 0
